Source: PubChem BioAssay
Ecoli viability: reduces bacterial viability in AddAB counter-screen. E. coli V3065 growth, OD600 absorbance, 18 h. inhibition, % at 11.9 µM. AID 449728. 330,000 tested, 0.27% active;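 active = inhibition above the campaign's mean inhibition across all tested compounds plus 3 SD, cut at about 9.9% in these data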;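 also: uninfected addAB+ strain grown without phage in ampicillin broth; 0% = DMSO wells and 100% = ciprofloxacin 0.95 µg/ml wells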
Arr AP2 block: human beta-arrestin and AP2 interaction inhibition; FITC-arrestin peptide / GST-AP2 beads, flow cytometry; AP2 beta2 appendage carries R879A mutation; inhibition, % at 10 µM; 340,000 tested, 0.31% active;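 active = inhibition above a set limit, near 3 SD of compounds lacking own fluorescence, cut at about 54% in these data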;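 also: plate controls were DMSO wells for no effect and 5 µM unlabelled arrestin peptide for full effect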
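Material – GST-tagged AP2 beta2-adaptin appendage (R879A) on 4 µm glutathione beads · Probe or stimulus – fluorescein-tagged arrestin peptide at 50 nM final · Timing – 12 min plus 1 h, RT · Detection – bead flow cytometry, FITC channel · Read-out basis – inhibition as reduced fluorescein signal on beads, percent · Medium – PBS plus Tween 20 (0.05%) and BSA (0.1%)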
MOR-DOR ag: OPRM1-OPRD1 heterodimerization agonism. P35372+P41143. cells, luminescence. activation, % at 9.3 µM. 340,000 tested, 0.3% active; in the data active = activation above about 18%;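 also: 0% = vehicle-treated cells and 100% = reference agonist; values of inactives mirror those of a sister screen read the other way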
Mot1-301 SUMO: SUMOylation pathway inhibition by Mot1-301 growth rescue; 320,000 tested, 1% active; AID 2716; S. cerevisiae Mot1-301 growth rescue, ATP luminescence, 38.5C; percent above DMSO median, 100 means doubled; growth rescue, % at 18.8 µM;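 active = every valid replicate shows activation above 250% relative to neutral control wells; inactive = the rest, any valid replicate at or below 250%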;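 also: OY570 slx delta 5 strain wells were the positive control but not used for scaling; some compounds called inactive have numbers as strong as hits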
PKA-R1A act: activates the PKA-R1A holoenzyme complex. PKA-R1A dissociation, Cy5-IP20 fluorescence polarization; scaled: DMSO 0%, 113 µM cGMP 100%. 340,000 tested, 0.083% active. P00514+P68181. AID 504707. activation, % at 11.4 µM;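 active = percent activation above the mean of all tested compounds plus 3 SD, cut at about 19% in these data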;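 also: higher means more PKAc released from R1A so a rise in polarization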
Pemphigus Ab inh: human desmoglein-3 autoantibody binding inhibition; binding (percent of control), % at 10 µM; P32926; 310,000 tested, 0.48% active; DSG3-coupled beads, scFv-anti-DSG3-GFP binding, flow cytometry; hits give low values; AID 588358;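 active = binding more than 3 SD below its plate's average and above zero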;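 also: hits lower antibody fragment binding to DSG3; some compounds called inactive have numbers as strong as hits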
Target sequence (P32926 whole entry, looked up, the tested form may be a part): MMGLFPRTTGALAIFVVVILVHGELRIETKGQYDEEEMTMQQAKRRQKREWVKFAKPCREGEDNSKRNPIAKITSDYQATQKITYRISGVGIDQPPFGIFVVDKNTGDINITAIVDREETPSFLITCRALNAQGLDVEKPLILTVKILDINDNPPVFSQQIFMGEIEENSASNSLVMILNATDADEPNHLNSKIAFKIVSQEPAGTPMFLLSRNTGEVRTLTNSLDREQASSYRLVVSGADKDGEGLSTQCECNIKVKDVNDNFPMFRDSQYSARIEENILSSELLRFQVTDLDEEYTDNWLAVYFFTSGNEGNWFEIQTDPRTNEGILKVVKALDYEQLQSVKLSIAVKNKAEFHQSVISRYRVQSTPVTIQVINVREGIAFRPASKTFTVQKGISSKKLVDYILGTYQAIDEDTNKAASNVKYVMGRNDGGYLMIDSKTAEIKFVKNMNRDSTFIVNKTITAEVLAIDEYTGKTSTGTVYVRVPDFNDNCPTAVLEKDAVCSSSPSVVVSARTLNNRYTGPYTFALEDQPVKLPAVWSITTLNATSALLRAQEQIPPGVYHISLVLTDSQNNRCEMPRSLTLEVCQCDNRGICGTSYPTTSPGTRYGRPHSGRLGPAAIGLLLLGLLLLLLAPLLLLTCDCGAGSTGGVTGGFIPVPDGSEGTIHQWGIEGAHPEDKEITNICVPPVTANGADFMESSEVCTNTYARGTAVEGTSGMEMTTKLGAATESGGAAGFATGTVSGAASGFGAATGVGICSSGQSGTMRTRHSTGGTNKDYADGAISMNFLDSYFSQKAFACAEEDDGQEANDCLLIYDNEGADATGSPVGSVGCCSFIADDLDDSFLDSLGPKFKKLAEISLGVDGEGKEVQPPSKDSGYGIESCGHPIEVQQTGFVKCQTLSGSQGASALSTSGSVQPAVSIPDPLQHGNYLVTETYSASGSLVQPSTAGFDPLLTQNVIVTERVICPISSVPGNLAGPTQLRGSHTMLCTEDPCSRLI
phage Ecoli inh: E. coli growth loss with phage present; growth absorbance; inhibition, % at 11.9 µM; 360,000 tested, 0.26% active; AID 651602; in the data active = inhibition above about 11%
Tat transport: E. coli Tat transport inhibition; E. coli MC4100 TorA-mCherry Tat export, fluorescence; inhibition, % at 10 µM; 340,000 tested, 0.036% active; AID 488895;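 active = mean replicate inhibition at least 50% and at least half of replicates individually reaching 50%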;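 also: exported cargo escapes ClpAP degradation while cytoplasmic cargo is degraded and loses fluorescence; 0% = median of neutral control wells and 100% = median of NaSCN control wells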
AddAB inh: less growth of phage-infected E. coli with AddAB. inhibition, % at 11.9 µM. 330,000 tested, 0.29% active. AID 435030. E. coli expressing H. pylori AddAB, absorbance growth; in the data active = inhibition above about 12%;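 also: 0% = vehicle wells of infected cells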
PfHsp90 set2: growth inhibition of yeast expressing Plasmodium Hsp90. S. cerevisiae expressing PfHsp90, BacTiter-Glo ATP, 48 h; yeast lacking PDR1 and PDR3 efflux regulators. 310,000 tested, 0.32% active. inhibition, % at 9.4 µM. AID 504621;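 active = every replicate shows inhibition above about 80%, whatever the replicate mean, limit read from the data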;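 also: 0% = DMSO neutral controls and 100% = 20 µM radicicol positive controls; yeast relying on Plasmodium falciparum Hsp90 in place of its own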
OPRM1-OPRD1 inv: mu-delta opioid heterodimer inverse agonism; inhibition, % at 9.3 µM; P35372+P41143; 340,000 tested, 0.21% active; cell-based MOR-DOR heterodimer luminescence; in the data active = inhibition above about 22%, passing the limit was not always enough;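 also: 0% = cells with DMSO and 100% = wells without cells with DMSO; values of inactives mirror those of a sister screen read the other way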
The depositor's hits bear a star; i = inactive; · = not tested or not shown; + = active, no number.

SMILES	Ecoli viability	Arr AP2 block	MOR-DOR ag	Mot1-301 SUMO	PKA-R1A act	Pemphigus Ab inh	phage Ecoli inh	Tat transport	AddAB inh	PfHsp90 set2	OPRM1-OPRD1 inv
O=C(CCCn1c(=O)c2ccccc2n(CC(=O)N2CCN(c3ccccc3)CC2)c1=O)NCc1ccco1	1.5	25	-1.8	-22	-10	97	0.4	-8	0.8	-13	10
COc1ccc(C(CC(=O)Nc2ncccc2C)N2Cc3ccccc3C2=O)cc1OC (centres undefined)	1.8	12	-0.5	1	-7	97	0.4	-5	-0.5	3	2
CC(C)CC(=O)NC(=S)Nc1ccccc1C(=O)Nc1ccccc1	-2.3	-7	-1.2	32	4	100	-0.2	4	1.1	-42	8
O=C(CC1CC2CCC1C2)OCC(=O)c1c[nH]c2ccccc12 (centres undefined)	0.3	5	13	-11	-5	115	1.3	3	3.2	1	-76
CCCCOc1ccc(C(=O)NCCCC(=O)N2CCCCC2)cc1	0.9	6	-1.0	134	-8	81	1.9	0	3.0	-12	6
CS(=O)(=O)N(CC(=O)NCCSCc1ccccc1)c1ccc2c(c1)OCO2	1.6	33	-0.7	+	-3	98	5.2	-5	5.2	1	4
COc1ccc(C)cc1NCc1ccc([N+](=O)[O-])cc1	0.2	-10	1.9	-23	-7	108	0.2	-8	1.7	5	-11
COc1ccccc1NC(=S)NCC1CCCO1 (centres undefined)	0.1	25	-2.4	1	-3	88	1.5	0	0.9	18	16
COc1ccccc1CCC(=O)OCC(=O)Nc1cccc(S(=O)(=O)N2CCOCC2)c1	3.2	0	-1.9	0	-4	·	1.4	0	1.4	·	10
COc1ccc(S(=O)(=O)N2CCN(c3nc(C)cc(C)n3)CC2)cc1	-1.1	-16	-2.4	-2	-10	103	0.6	1	-2.2	-23	11
CC(c1nnc(SCC(=O)N(C)C2CCS(=O)(=O)C2)n1-c1ccccc1)N(C)C (centres undefined)	-0.9	13	-0.4	73	2	·	3.5	5	1.1	-4	2
Cc1ccc(C)c(S(=O)(=O)N2CCCOC2CNC(=O)C(=O)NCc2ccccn2)c1 (centres undefined)	-1.8	-2	2.4	0	-13	101	1.4	12	-0.7	2	-16
C=CCc1c(C)nc2c(C(=O)O)cnn2c1C	1.0	6	-3.1	1	2	99	·	-8	0.9	-1	17
CSc1cccc(NS(=O)(=O)c2cccs2)c1	1.9	3	0.5	131	-3	101	1.8	-2	2.0	-43	-3
Cc1cc(N)n2nc(-c3ccccc3)c(-c3ccccc3)c2n1	-0.1	-6	2.6	-30	9	104	·	4	-1.0	-4	-12
NS(=O)(=O)c1ccc2nc(NC(=O)C3CCCO3)sc2c1 (centres undefined)	1.1	2	-3.0	-12	1	101	1.4	2	3.2	-5	16
COC(=O)C1=NN(C(=O)c2cccc(Br)c2)C(O)(c2ccc(Cl)cc2)C1 (centres undefined)	-3.7	·	-6.9	-15	-7	118	3.2	1	0.6	-11	32
COc1ccc(CNC(=O)CCC(=O)Nc2nnc(CC(C)C)s2)cc1	2.4	-5	-2.8	-11	5	100	-0.4	5	1.7	6	14
COc1ccccc1-c1nnc(SCC(=O)NCc2ccco2)n1N	1.4	43	-4.5	-3	-15	98	3.1	-3	2.0	9	21
COc1ccc(C(=O)NCC(c2ccc3c(c2)OCO3)N2CCN(c3ccc(OC)cc3)CC2)cc1 (centres undefined)	5.1	-19	-2.6	-37	7	97	1.2	1	3.0	·	17
O=C(c1ccc(CS(=O)(=O)Cc2ccccc2)cc1)N1CCCCC1	-0.2	20	-2.0	6	-12	97	1.7	3	3.7	-3	11
COc1cc(/C=C/c2ccc3c([N+](=O)[O-])cccc3n2)ccc1OCC(=O)O	-0.6	-3	0.2	-1	-11	95	1.1	-3	0.8	2	-1
Cc1sc2ncn(CC(=O)NCc3ccccn3)c(=O)c2c1S(=O)(=O)N1CCOCC1	-2.4	2	-1.5	-11	-2	·	3.1	-13	-0.4	·	9
CCOc1ccccc1NC1=C(Cl)C(=O)N(c2ccccc2)C1=O	-0.4	24	-0.2	-20	-20	97	1.2	-1	1.8	8	1
O=C(NCCCN1CCOCC1)c1ccc2c(c1)N(Cc1cccc(F)c1)C(=O)c1ccccc1S2	-0.8	0	-0.5	-8	-7	100	1.1	1	-0.2	-17	3
O=C(Oc1ccccc1C(=S)N1CCOCC1)c1cccc([N+](=O)[O-])c1	1.6	23	-1.4	-21	-5	97	1.2	-1	1.7	-12	9
CC(C)OC(=O)/C(C#N)=C/c1cn(Cc2ccccc2)c2ccccc12	-2.3	1	0.3	8	-6	105	4.1	-3	3.2	23	-2
Cc1cc(Cl)ccc1OCC(=O)NCCOc1nc(N2CCOCC2)nc(N2CCOCC2)n1	1.2	-4	1.8	-27	3	88	1.7	17	2.4	10	-10
COc1cc2cnc(-c3ccccc3)c(-c3ccc([N+](=O)[O-])cc3)c2cc1OC	-2.5	0	-1.4	-5	1	100	4.2	15	-0.5	-2	8
COc1ccc(-c2oc3ccc(-c4ccc(OC)nc4)cc3c2C#CC2(O)CCCCC2)cc1	-0.5	9	8.0	-11	-9	105	3.6	-8	0.8	10	-46
O=C(Nc1nc(-c2cccs2)c(C(=O)C(F)(F)F)s1)c1ccco1	96*	-12	-2.0	44	-21	105	6.1	1	99*	2	11
COC(C[C@@H]1O[C@H]1[C@H](O)COCc1ccccc1)OC	·	-7	-2.0	·	-7	105	2.5	-36	·	-10	11
COC(=O)C1=CO[C@@H](O[C@@H]2O[C@H](CO)[C@@H](O)[C@H](O)[C@H]2O)C2C1CC(O)O[C@H]2C (some centres undefined)	-1.5	-7	-2.2	9	-3	96	3.7	-12	-0.9	-13	13
CCn1c(SCc2ccc(OC)cc2)nnc1-c1ccncc1	-2.0	-9	-4.6	-1	-6	120	1.7	0	1.1	11	21
COc1cc(Br)c(CC(=O)NNC(=O)c2ccc(F)cc2)cc1OC	-1.2	6	-0.7	-12	0	120	1.7	-9	0.6	6	3
CCOc1ccc(NC(=O)CN(C)C(=O)c2ccc(C)o2)cc1OCC	-0.5	0	-2.4	-18	-2	92	0.2	-8	2.6	-25	11
O=C(COC(=O)c1cc(Cl)ccc1O)NNC(=O)c1ccccc1F	-0.8	0	-1.5	0	11	114	2.1	2	0.4	-11	8
O=C(Cc1cc(=O)[nH]c(=O)[nH]1)NCc1ccccc1	0.9	20	-0.7	-5	8	102	-0.8	-7	0.3	-3	4
Cc1ccc(CSc2nnc3nc(C)cc(C)n23)cc1	0.3	6	-2.7	4	11	90	0.8	-1	2.4	-20	12
O=C1Nc2ccc(F)cc2C12OCCO2	-0.5	17	-1.2	10	-12	88	-0.4	8	1.8	-1	6

11 entries from above, sorted by number of heavy atoms, rising.
SMILES	Ecoli viability	Arr AP2 block	MOR-DOR ag	Mot1-301 SUMO	PKA-R1A act	Pemphigus Ab inh	phage Ecoli inh	Tat transport	AddAB inh	PfHsp90 set2	OPRM1-OPRD1 inv
CSc1cccc(NS(=O)(=O)c2cccs2)c1	1.9	3	0.5	131	-3	101	1.8	-2	2.0	-43	-3
Cc1ccc(CSc2nnc3nc(C)cc(C)n23)cc1	0.3	6	-2.7	4	11	90	0.8	-1	2.4	-20	12
O=C(Nc1nc(-c2cccs2)c(C(=O)C(F)(F)F)s1)c1ccco1	96*	-12	-2.0	44	-21	105	6.1	1	99*	2	11
O=C(COC(=O)c1cc(Cl)ccc1O)NNC(=O)c1ccccc1F	-0.8	0	-1.5	0	11	114	2.1	2	0.4	-11	8
CCOc1ccc(NC(=O)CN(C)C(=O)c2ccc(C)o2)cc1OCC	-0.5	0	-2.4	-18	-2	92	0.2	-8	2.6	-25	11
CS(=O)(=O)N(CC(=O)NCCSCc1ccccc1)c1ccc2c(c1)OCO2	1.6	33	-0.7	+	-3	98	5.2	-5	5.2	1	4
CC(c1nnc(SCC(=O)N(C)C2CCS(=O)(=O)C2)n1-c1ccccc1)N(C)C (centres undefined)	-0.9	13	-0.4	73	2	·	3.5	5	1.1	-4	2
Cc1ccc(C)c(S(=O)(=O)N2CCCOC2CNC(=O)C(=O)NCc2ccccn2)c1 (centres undefined)	-1.8	-2	2.4	0	-13	101	1.4	12	-0.7	2	-16
COc1ccc(-c2oc3ccc(-c4ccc(OC)nc4)cc3c2C#CC2(O)CCCCC2)cc1	-0.5	9	8.0	-11	-9	105	3.6	-8	0.8	10	-46
O=C(NCCCN1CCOCC1)c1ccc2c(c1)N(Cc1cccc(F)c1)C(=O)c1ccccc1S2	-0.8	0	-0.5	-8	-7	100	1.1	1	-0.2	-17	3
O=C(CCCn1c(=O)c2ccccc2n(CC(=O)N2CCN(c3ccccc3)CC2)c1=O)NCc1ccco1	1.5	25	-1.8	-22	-10	97	0.4	-8	0.8	-13	10

Continued.
SMILES	Ecoli viability	Arr AP2 block	MOR-DOR ag	Mot1-301 SUMO	PKA-R1A act	Pemphigus Ab inh	phage Ecoli inh	Tat transport	AddAB inh	PfHsp90 set2	OPRM1-OPRD1 inv
Cc1ccc(OCC(=O)NCC(=O)Nc2ccc(F)c(F)c2F)c([N+](=O)[O-])n1	1.4	-8	-1.7	-3	7	97	2.7	-8	4.8	-5	9
Cc1[nH]c(=O)[nH]c(=O)c1S(=O)(=O)Nc1ccc(F)c([N+](=O)[O-])c1	·	-6	-3.1	22	-3	99	-0.8	-1	·	-27	14
COc1ccc(C(C)NC(=O)C23CC4CC(CC(C4)C2)C3)cc1 (centres undefined)	0.0	-6	-0.3	-3	-17	123	3.0	11	0.3	29	2
O=c1c2[nH]c3cccc(Cl)c3c2ncn1Cc1ccncc1	-2.4	3	-2.3	5	-9	99	1.4	0	-1.5	0	11
CCN(CC)C(=O)CSc1nsc(SCC(=O)N(CC)CC)c1C#N	-0.2	27	-1.0	-6	-3	103	0.6	-5	1.5	0	6
COCC(C)n1c(C)cc(C(=O)COC(=O)CN=C2NS(=O)(=O)c3ccccc32)c1C (centres undefined)	0.8	-4	-1.8	i	2	110	2.5	-11	-0.5	40	10
